M4 PAM = potentiates acetylcholine response at human M4 receptor; activation, % at 3 µM; 360,000 compounds, 0.4% hits; CHO-K1 hM4/Gqi5, Fluo-8 calcium fluorescence, ACh EC20; 0% = ACh EC20, 100% = maximal ACh;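 active = activation above its plate's cutoff, the mean activation of sample wells plus 3 SD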; note: some results filed as inactive read as strong as hits
Target sequence (P08173 whole entry, looked up): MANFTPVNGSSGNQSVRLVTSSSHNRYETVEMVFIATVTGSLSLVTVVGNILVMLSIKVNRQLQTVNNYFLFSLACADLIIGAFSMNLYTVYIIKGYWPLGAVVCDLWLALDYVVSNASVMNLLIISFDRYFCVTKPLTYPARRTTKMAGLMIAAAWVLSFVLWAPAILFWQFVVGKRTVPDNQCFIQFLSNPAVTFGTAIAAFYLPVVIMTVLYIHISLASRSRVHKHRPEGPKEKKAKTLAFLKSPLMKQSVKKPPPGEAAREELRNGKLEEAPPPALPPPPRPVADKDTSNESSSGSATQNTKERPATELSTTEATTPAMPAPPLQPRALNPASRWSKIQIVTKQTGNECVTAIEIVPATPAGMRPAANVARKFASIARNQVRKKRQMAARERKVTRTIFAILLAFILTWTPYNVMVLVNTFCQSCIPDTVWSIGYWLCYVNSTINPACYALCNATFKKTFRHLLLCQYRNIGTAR
M5 PAM = potentiates acetylcholine response at human M5 receptor; P08912; CHO-K1 hM5, Fluo-8 calcium, ACh EC20 PAM; 0% = ACh EC20, 100% = ACh EC100; activation, % at 3 µM; 360,000 compounds, 0.3% hits; AID 624038;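 active = activation above the run cutoff, the mean activation of all test compounds plus 3 SD, cut at about 18% in these data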
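Assay system: CHO-K1 hM5 cells / Incubation: Fluo-8 loading 80 min at 37 °C plus 30 min room temperature / Technique: Fluo-8 calcium dye fluorescence, kinetic read / Repeats: single replicate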
CHRM1 PAM = human CHRM1 positive allosteric modulation; P11229; CHO-K1 hM1, Fluo-8 calcium fluorescence, ACh EC20; 0% = ACh EC20, 100% = maximal ACh; activation, % at 3 µM; 360,000 compounds, 0.088% hits; in the data active = activation above about 19%, passing the limit was not always enough
Target sequence (P11229 whole entry, looked up): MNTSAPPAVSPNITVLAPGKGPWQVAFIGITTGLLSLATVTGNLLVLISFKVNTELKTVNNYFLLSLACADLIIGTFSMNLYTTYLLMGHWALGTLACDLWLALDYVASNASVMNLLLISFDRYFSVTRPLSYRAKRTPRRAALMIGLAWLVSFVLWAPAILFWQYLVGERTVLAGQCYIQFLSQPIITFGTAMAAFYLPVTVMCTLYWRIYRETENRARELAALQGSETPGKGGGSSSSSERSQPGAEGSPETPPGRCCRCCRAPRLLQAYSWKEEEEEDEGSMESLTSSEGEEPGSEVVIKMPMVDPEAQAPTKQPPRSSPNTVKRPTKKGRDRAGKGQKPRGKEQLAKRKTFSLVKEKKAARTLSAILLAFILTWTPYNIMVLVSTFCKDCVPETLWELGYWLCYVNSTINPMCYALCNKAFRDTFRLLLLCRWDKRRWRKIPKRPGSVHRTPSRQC
CHRM4 agonist = agonists of human muscarinic M4 receptor (CHRM4); P08173; CHO-K1 hM4/Gqi5, Fluo-8 calcium fluorescence; vehicle 0%, full acetylcholine response 100%; activation, % at 3 µM; 360,000 compounds, 0.14% hits;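 active = activation above the run mean over all test wells plus 3 SD, cut at about 32% in these data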;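 note: peak over basal fluorescence ratio per well then scaled between controls; 0% = DMSO wells and 100% = acetylcholine at EC100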
M4 antag = antagonists of human muscarinic M4 receptor (CHRM4); P08173; CHO-hM4 cells, ACh EC80, Fluo-8 calcium fluorescence; inhibition, % at 3 µM; 360,000 compounds, 0.73% hits; AID 624125;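 active = inhibition above its plate's cutoff, the mean inhibition of sample wells plus 3 SD, cut at about 27% in these data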;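 note: 0% = acetylcholine EC80 with DMSO and 100% = DMSO without agonist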
CHRM5 agonist = CHRM5 agonism in calcium assay; P08912; CHO-K1 hM5 cells, Fluo-8 calcium fluorescence; 0% DMSO wells, 100% maximal acetylcholine response; activation, % at 3 µM; 360,000 compounds, 0.19% hits; AID 624037;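 active = activation above the run's mean over test compounds plus 3 SD, cut at about 23% in these data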;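 note: signal is peak over basal fluorescence ratio across the kinetic read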
CRFR2-BP antag = blocks CRF-induced signaling of the CRF-BP/CRF-R2 complex. HEK293 CRF-R2/CRF-BP, CRF-induced calcium fluorescence. 350,000 compounds, 0.59% hits. inhibition, % at 11.8 µM. AID 588475;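 active = inhibition of the ligand-induced calcium signal above about 50% at the single tested concentration, limit read from the data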
CRFBP-R2 agonist = agonists of human CRF-binding protein/CRF-R2 receptor complex; 350,000 compounds, 0.46% hits; activation, % at 13.2 µM; HEK293 CRF-R2/CRF-BP, calcium dye fluorescence (FLIPR); percent of saturating CRF peptide response;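 active = activation of at least 50%, plus an integration ratio under a set limit after plate pattern correction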;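 note: plate controls were neutral control wells without compound for no effect and CRF at EC100 for full effect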
CHRM5 antagonist = blocks acetylcholine activation of human M5 receptor; 360,000 compounds, 0.59% hits; CHO-hM5 cells, Fluo-8 calcium fluorescence, ACh EC80; inhibition, % at 3 µM;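 active = inhibition above a per-plate cutoff, the mean of that plate's test compounds plus 3 SD, cut at about 27% in these data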;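 note: 0% = acetylcholine EC80 with DMSO and 100% = DMSO without agonist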
Active calls of the source: *; · = no result given; & = joins results of further samples.

1: CCn1c(CSc2nc3ccccc3s2)nnc1SCC(=O)OC(C)(C)C
2: CNC(=S)NNc1nc(-c2ccccc2)c2cc(Cl)ccc2n1
3: COc1ccc(S(=O)(=O)N2CCN(C(=S)Nc3ccc(S(N)(=O)=O)cc3)CC2)cc1
4: COc1ccc(C(=O)Nc2ccccc2-c2nnn(CC(=O)Nc3ccc4c(c3)OCCO4)n2)cc1
5: COc1ccc(N(CC(=O)N2CCc3ccccc32)S(=O)(=O)c2c(C)n[nH]c2C)cc1
6: O=C(Nc1nnc(CSCc2ccc(Cl)cc2)s1)c1cccc([N+](=O)[O-])c1
entry no.	1	2	3	4	5	6
M4 PAM	-5	-10	-3	2	-4	-6
M5 PAM	-7	4	9	-5	-8	-2
CHRM1 PAM	1	9	2	7	-3	-3
CHRM4 agonist	5	0	1	1	4	1
M4 antag	-1	-8	6	-5	1	4
CHRM5 agonist	4	1	-2	1	-5	2
CRFR2-BP antag	-29	-30	-1	0	28	-22
CRFBP-R2 agonist	-1.6	-0.1	-0.2	0.5	-0.1	0.7
CHRM5 antagonist	2	0	-6	4	11	-2

7: COc1ccc(NC(=S)Nc2ccccc2F)c(OC)c1
8: Cn1c(=O)c2c(nc(Cc3ccccc3)n2C)n(C)c1=O
9: COc1ccc(C(=O)NC(=O)COC(=O)C2COc3ccccc3O2)cc1 (stereo not drawn)
10: Cc1nn(-c2ccc(F)cc2)c2c1cc(C#N)c1nc3ccccc3n12
11: O=C(Nc1cccnc1)c1ccc([N+](=O)[O-])s1
12: CC(C)(C)C(=O)NCCCc1nc2ccccc2n1CCCOc1ccc(Cl)cc1
entry no.	7	8	9	10	11	12
M4 PAM	-2	6	3	-4	3	-11
M5 PAM	-1	6	1	-4	-2	-20
CHRM1 PAM	3	13	5	2	14	-17
CHRM4 agonist	0	0	1	0	2	9
M4 antag	4	1	8	0	-3	9
CHRM5 agonist	-4	-1	-5	-1	1	1
CRFR2-BP antag	13	-6	-6	-4	2	-11
CRFBP-R2 agonist	-0.2	4.2	-0.2	-1.2	0.6	-1.9
CHRM5 antagonist	4	3	5	1	9	17

13: CS(=O)(=O)N1CCN(CC2CC3C=CC2C3)CC1 (stereo not drawn)
14: COc1ccc2nc(C)cc(SCC(=O)O)c2c1
15: COc1ccc(NC(=S)NC2CC3CCC2C3)c(OC)c1 (stereo not drawn)
16: CCOc1ccc(/C(O)=C2/C(=O)C(=O)N(c3ncccn3)C2c2ccc(C)cc2)cc1 (stereo not drawn)
17: COc1ccc(NC(=O)COC(=O)C2CC2)cc1S(=O)(=O)N1CCCCC1
18: COc1cc(O)c(C(CC(=O)N2CCCCC2)c2ccc3c(c2)OCO3)c(OC)c1 (stereo not drawn)
entry no.	13	14	15	16	17	18
M4 PAM	-6	0&3	-1	-3	5	12
M5 PAM	2	-6&3	4	3	1	8
CHRM1 PAM	-21	8&-5	16	5	11	1
CHRM4 agonist	3	1&1	1	0	3	-1
M4 antag	8	-3&-6	-11	7	-28	0
CHRM5 agonist	-3	2&-2	-9	-1	4	-4
CRFR2-BP antag	-15	18&0	8	-5	-3	5
CRFBP-R2 agonist	-0.9	1.3&0.3	-3.5	1.9	-0.2	-2.0
CHRM5 antagonist	-7	2&-8	2	3	-7	9

19: CCc1ccc(Nc2ccc(C(N)=O)cc2[N+](=O)[O-])cc1
20: CCn1c(C(=O)NCc2cccnc2)cc2sc(Cl)cc21
21: C=CCOc1ccc(/C=N/NC(=O)C(=O)Nc2ccccn2)cc1OC
22: CC(=O)Nc1cc(OC(C)=O)c2nonc2c1OC(C)=O
23: Cc1cc(/C=C2\SC(=O)N(C)C2=O)c(C)n1-c1ccc(S(N)(=O)=O)cc1
24: O=C(Nc1ccc2c(c1)OCCO2)C(c1ccccc1F)n1c(=O)c(-c2cc3ccccc3[nH]2)nc2ccccc21 (stereo not drawn)
entry no.	19	20	21	22	23	24
M4 PAM	1	1	10	4	4	3
M5 PAM	-10	-3	-9	-5	-7	4
CHRM1 PAM	0	2	5	4	6	·
CHRM4 agonist	4	0	7	4	4	4
M4 antag	-13	5	1	-6	2	-7
CHRM5 agonist	-6	-8	-1	5	-1	3
CRFR2-BP antag	44	40	4	6	-9	·
CRFBP-R2 agonist	-8.2	-3.2	-1.6	0.4	-2.5	·
CHRM5 antagonist	10	-10	2	14	13	-5

A few values from above:
compound 4 in CHRM5 agonist reads 1
compound 18 in CRFBP-R2 agonist reads -2.0
compound 16 in CHRM4 agonist reads 0

(next part)
25: CC(C)C(NC(=O)CNC(=O)OC(C)(C)C)C(=O)NCc1ccc(Cl)cc1 (stereo not drawn)
26: CC1=NN(c2ccc(C)cc2)C(=O)/C1=C\c1ccc(Br)s1
27: CC(Oc1ccc(Cl)cc1C(N)=O)C(=O)N1CCc2ccccc21 (stereo not drawn)
28: Cc1nc2ccc(C(=O)N(C)CC3CCCN(CCc4ccc(Cl)cc4)C3)cc2[nH]1 (stereo not drawn)
29: O=C(c1ccc(CS(=O)(=O)c2ccc(Br)cc2)o1)N1CCN(c2ccccn2)CC1
30: Cc1onc(-c2ccccc2Cl)c1C(=O)Nc1ccc(-c2cn3cccnc3n2)cc1
entry no.	25	26	27	28	29	30
M4 PAM	7	4	4	-11	-9	-1
M5 PAM	0	5	11	-2	-11	-10
CHRM1 PAM	0	12	12	-9	-7	-4
CHRM4 agonist	2	1	3	0	14	15
M4 antag	0	-4	-5	19	-2	5
CHRM5 agonist	0	-3	2	-11	1	3
CRFR2-BP antag	-6	-10	-23	-6	-4	22
CRFBP-R2 agonist	-2.3	-1.1	-4.1	3.1	0.6	-1.7
CHRM5 antagonist	4	-4	4	12	-1	11

31: CN(Cc1cccs1)c1ncnc2sccc12
32: CC(=O)OC[C@@H]1CN(Cc2ccccc2)C[C@H](n2cnc3c(N4CCOCC4)ncnc32)O1
33: COc1ccc(C(=O)N/N=C(/C)c2cccc(NC(=O)C(F)(F)F)c2)cc1
34: C[C@@H]1CCCCO[C@H](CN(C)C)[C@H](C)CN([C@@H](C)CO)C(=O)c2cc(NC(=O)Nc3ccc(C(F)(F)F)cc3)ccc2O1
35: Cc1ccc(C2CN(CCC(N)=O)C(=O)CO2)cc1 (stereo not drawn)
36: CCC(=O)N1CCc2cc(S(=O)(=O)N3CCN(c4ccccc4)CC3)ccc21
entry no.	31	32	33	34	35	36
M4 PAM	-3	-1	1	2	2	2
M5 PAM	-18	1	-2	1	14	8
CHRM1 PAM	-6	2	5	0	6	19
CHRM4 agonist	8	1	2	0	0	-1
M4 antag	2	-2	5	3	6	0
CHRM5 agonist	5	1	-1	-2	5	-5
CRFR2-BP antag	-21	·	9	-9	-1	3
CRFBP-R2 agonist	-0.8	·	-1.4	0.3	0.0	-1.0
CHRM5 antagonist	13	-2	0	2	-17	0

Among those listed so far, these contain an aryl thioether with sulfur outside any ring.
1: CCn1c(CSc2nc3ccccc3s2)nnc1SCC(=O)OC(C)(C)C
14: COc1ccc2nc(C)cc(SCC(=O)O)c2c1
entry no.	1	14
M4 PAM	-5	0&3
M5 PAM	-7	-6&3
CHRM1 PAM	1	8&-5
CHRM4 agonist	5	1&1
M4 antag	-1	-3&-6
CHRM5 agonist	4	2&-2
CRFR2-BP antag	-29	18&0
CRFBP-R2 agonist	-1.6	1.3&0.3
CHRM5 antagonist	2	2&-8

Reprinted at random: two compounds from above
32: CC(=O)OC[C@@H]1CN(Cc2ccccc2)C[C@H](n2cnc3c(N4CCOCC4)ncnc32)O1
31: CN(Cc1cccs1)c1ncnc2sccc12
entry no.	32	31
M4 PAM	-1	-3
M5 PAM	1	-18
CHRM1 PAM	2	-6
CHRM4 agonist	1	8
M4 antag	-2	2
CHRM5 agonist	1	5
CRFR2-BP antag	·	-21
CRFBP-R2 agonist	·	-0.8
CHRM5 antagonist	-2	13

Next part.
37: CCNC(=O)c1oc2c(c1C)C(=O)CC(C)(C)C2
38: CN1CCN(C(=O)CCC(=O)c2ccc(F)cc2)CC1
39: CCN(CC(=O)Nc1ccccc1OC)C(=O)C1CCC1
40: CC1CCN(CCOc2ccc(OCc3ccccc3)cc2)CC1
41: O=[N+]([O-])c1ccc(S(=O)(=O)NN=Cc2ccc3c(c2)OCO3)cc1
42: Clc1cccc(Cl)c1/C=N/Nc1c(Cl)cncc1Cl
entry no.	37	38	39	40	41	42
M4 PAM	-5	4	11	-32	3	-1
M5 PAM	2	-3	0	-14	-6	28*
CHRM1 PAM	3	-4	11	-25	8	11
CHRM4 agonist	0	1	0	6	0	0
M4 antag	3	-12	-13	12	-3	4
CHRM5 agonist	0	1	4	-4	1	5
CRFR2-BP antag	8	1	-1	-20	9	-18
CRFBP-R2 agonist	-2.4	0.8	-1.2	5.6	0.6	-5.9
CHRM5 antagonist	5	-2	-3	5	12	-15

43: CC(C)c1cccc(C(C)C)c1NC(=O)CN1C(=O)NC2(CCCC2)C1=O
44: COc1ccccc1CCn1c(N)cc(=O)[nH]c1=O
45: Cc1ccc(C)c(SCC(=O)N(C)C2CCS(=O)(=O)C2)c1 (stereo not drawn)
46: O=C(Nc1cccnc1)c1ccc(Cl)c(S(=O)(=O)N2CCc3ccccc32)c1
47: Fc1ccc(N=c2ssnc2Cl)c(F)c1
48: O=C(NNC(=O)c1ccccc1O)c1ccc(Cl)c(S(=O)(=O)N2CCc3ccccc32)c1
49: Cn1c(=O)c2c(nc(CN3CCN(C(=O)c4ccco4)CC3)n2CCCO)n(C)c1=O
50: Cc1[nH]c(C)c(S(=O)(=O)Nc2cccc(Cl)c2C)c1C(=O)N1CCCCC1
entry no.	43	44	45	46	47	48	49	50
M4 PAM	-8	0	10	-9	-7	-1	2	-3
M5 PAM	1	9	1	-12	-21	-20	-3	-3
CHRM1 PAM	-4	14	8	-7	-21	-5	7	3
CHRM4 agonist	1	1	2	11	27	10	0	2
M4 antag	3	-12	-7	2	-1	10	-4	-10
CHRM5 agonist	-2	0	1	0	12	0	-2	-3
CRFR2-BP antag	11	-6	1	-3	-10	-7	-12	0
CRFBP-R2 agonist	-0.5	-0.8	0.0	-2.9	70*	-1.6	-1.2	-0.9
CHRM5 antagonist	9	-3	2	13	5	27	9	10
